NSD2 inh: NSD2 histone methyltransferase inhibitors, primary screen, biochemical, AlphaScreen, single concentration, set 2; Histone-lysine N-methyltransferase NSD2 (Homo sapiens), O96028; NSD2 peptide methylation, 120 min; inhibition, % at 12.5 µM; 310,000 tested, 0.54% active; AID 743445, 2014; in the data active = inhibition above about 50%
CAL PDZ FP-1: CAL PDZ peptide-binding inhibitors, primary screen, biochemical, fluorescence polarization, Cer-tagged CAL PDZ, HTS. purified CAL PDZ, TMR-peptide fluorescence polarization, 1 h. inhibition, % at 20 µM. AID 504414, 2011. 330,000 tested, 0.02% active;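 active = highest replicate inhibition of at least 40%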;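 note: plate controls were DMSO neutral control wells for no effect and unlabeled competitor peptide control wells for full effect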
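Assay system – tagged CAL PDZ protein CerCALP, purified · Timing – 1 h at RT · Compound – single point, 20 µM · Measured by – fluorescence polarization from S- and P-plane intensities, G-factor corrected · Evaluation – inhibition from polarization loss · Probe or stimulus – TMR reporter peptide T*-PRC34 · Buffer or medium – pH 7.4 phosphate-saline buffer, reducing agent, detergent, IgG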
Pemphigus Ab inh: inhibitors of pemphigus antibody binding to DSG3, primary screen, biochemical, bead-based, flow cytometry, scFv-GFP. Desmoglein-3 (Homo sapiens), P32926. 310,000 tested, 0.48% active. AID 588358, 2011. binding (percent of control), % at 10 µM. DSG3-coupled beads, scFv-anti-DSG3-GFP binding; hits give low values;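 active = binding more than 3 SD below its plate's average and above zero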;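 note: hits lower antibody fragment binding to DSG3; some compounds called inactive have numbers as strong as hits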
Cardiac RTF inh: cardiac RTF calcium sensitivity inhibitors, primary screen, biochemical, IANBD-TnC fluorescence, EC70 calcium; Troponin I, cardiac muscle (Homo sapiens) + Troponin T, cardiac muscle (Homo sapiens) + …; IANBD-labeled cardiac RTF, Ca2+ fluorescence; inhibition, % at 7.15 µM; 340,000 tested, 0.12% active; AID 493244, 2011;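 active = inhibition above the mean inhibition of all tested compounds plus 3 SD, cut at about 17% in these data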;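 note: assay run at fixed EC70 calcium of 1.6 mM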
C-LANA FP: inhibitors of KSHV C-LANA binding to DNA, primary screen, biochemical, fluorescence polarization, FAM-LBS DNA, MBP-C-LANA, single point; inhibition, % at 9 µM; 340,000 tested, 0.078% active; AID 504423, 2011;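 active = highest replicate inhibition at or above 60% at 9 µM, even if other replicates fall short; inactive = all replicates below 60% inhibition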;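 note: 0% = neutral control wells and 100% = 4 µM acridine orange control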
DAGLB inhibitor: DAGLB lipase inhibitors, primary screen, biochemical, fluorescence, HTS. Diacylglycerol lipase-beta (Homo sapiens), Q8NCG7. HEK293T DAGLB membrane lysate, EnzChek fluorogenic substrate. inhibition, % at 5.17 µM. 340,000 tested, 0.059% active. AID 504411, 2011; in the data active = inhibition above about 34%;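 note: 0% = enzyme with vehicle and 100% = wells lacking enzyme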
Target sequence (Q8NCG7 whole entry, looked up): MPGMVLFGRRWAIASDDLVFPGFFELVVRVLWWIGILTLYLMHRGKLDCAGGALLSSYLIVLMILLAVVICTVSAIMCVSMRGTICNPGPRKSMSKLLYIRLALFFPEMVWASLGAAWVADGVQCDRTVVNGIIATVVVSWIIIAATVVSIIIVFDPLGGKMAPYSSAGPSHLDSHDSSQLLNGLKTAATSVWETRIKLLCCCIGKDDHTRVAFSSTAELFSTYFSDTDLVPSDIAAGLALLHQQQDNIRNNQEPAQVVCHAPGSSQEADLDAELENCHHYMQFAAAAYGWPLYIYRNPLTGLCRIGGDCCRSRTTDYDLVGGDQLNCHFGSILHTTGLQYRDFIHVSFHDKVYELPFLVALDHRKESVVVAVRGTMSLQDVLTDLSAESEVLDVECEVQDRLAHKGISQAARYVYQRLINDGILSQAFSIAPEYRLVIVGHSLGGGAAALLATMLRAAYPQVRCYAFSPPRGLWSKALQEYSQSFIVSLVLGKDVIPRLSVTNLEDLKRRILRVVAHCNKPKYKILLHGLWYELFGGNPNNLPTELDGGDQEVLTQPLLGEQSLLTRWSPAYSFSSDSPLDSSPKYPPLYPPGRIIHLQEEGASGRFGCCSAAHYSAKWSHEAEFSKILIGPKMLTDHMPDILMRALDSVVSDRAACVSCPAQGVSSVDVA
Arr AP2 block: inhibitors of beta-arrestin/AP2 binding, primary screen, biochemical, GPCR trafficking, flow cytometry; FITC-arrestin peptide / GST-AP2 beads; AP2 beta2 appendage carries R879A mutation; beta-arrestin 1 C-terminal peptide binding to AP2 beta2-adaptin appendage (human); inhibition, % at 10 µM; AID 504490, 2011; 340,000 tested, 0.31% active;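 active = inhibition above a set limit, near 3 SD of compounds lacking own fluorescence, cut at about 54% in these data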;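 note: plate controls were DMSO wells for no effect and 5 µM unlabelled arrestin peptide for full effect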
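System: GST-AP2 R879A glutathione beads | Also added: FITC-arrestin peptide, 50 nM | Times: 12 min plus 1 h, RT | Signal: Bead flow cytometry, FITC channel | Buffer or medium: PBS with 0.05% Tween 20 and 0.1% BSA | Read-out basis: Percent drop in bead-associated FITC signal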
V-ATPase pH: regulators of yeast V-ATPase proton pumping, primary screen, pHLuorin cytosolic pH fluorescence; S. cerevisiae; response, % at 10 µM; 350,000 tested, 0.37% active; AID 504577, 2011; in the data active = response mostly above about 7.3%, no sharp cut-off; inactive = mostly below about 5.4%; note: actives read high; inactives centre near 0; some compounds called inactive have numbers as strong as hits; reference of the scale not given here
Keap1 Nrf2 FP: Keap1-Nrf2 protein-protein interaction inhibitors, primary screen, biochemical, fluorescence polarization, single point. AID 504523, 2011. Kelch-like ECH-associated protein 1 (Homo sapiens), Q14145. Keap1 Kelch-Nrf2 peptide fluorescence polarization, 1536-well. inhibition, % at 9.4 µM. 340,000 tested, 0.15% active; in the data active = inhibition above about 12%;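 note: human Keap1 Kelch domain with fluorescein labeled Nrf2 9mer peptide probe; 0% = neutral control wells and 100% = peptide positive control; higher means more block of Keap1 binding to Nrf2 peptide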
CAL PDZ FP-2: untagged CAL PDZ binding inhibitors, primary screen, biochemical, fluorescence polarization, HTS | AID 602252, 2012 | inhibition, % at 24.9 µM | 300,000 tested, 0.92% active | purified CAL PDZ, TMR-peptide fluorescence polarization, 1 h | Golgi-associated PDZ and coiled-coil motif-containing protein (Homo sapiens), Q9HD26;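 active = mean inhibition of at least 30% with at least half of replicates also reaching 30%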;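 note: 0% = DMSO neutral control and 100% = excess unlabeled competitor peptide PRC23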
* hit, by the source's call; / = no result given. Some of the compounds tested; count on the stated rates, not on these rows.

SMILES	NSD2 inh	CAL PDZ FP-1	Pemphigus Ab inh	Cardiac RTF inh	C-LANA FP	DAGLB inhibitor	Arr AP2 block	V-ATPase pH	Keap1 Nrf2 FP	CAL PDZ FP-2
COc1cccc(/C=C/C(=O)NCc2cn3cc(Cl)ccc3n2)c1	-4	1.0	100	-5	77*	-3	14	-1	3	-3
O=C(CCl)N1CCN(S(=O)(=O)c2ccc3c(c2)CCC3)CC1	5	-0.3	103	2	0.2	0	-5	2	0	-9
COc1cccc(-n2c(=S)[nH]c3c(oc4ccccc43)c2=O)c1	-4	-1.5	106	1	0.1	-3	5	2	-3	-5
C=CCNC(=O)/C(=C\c1cccc([N+](=O)[O-])c1)NC(=O)c1ccccc1	1	-2.0	99	5	1.7	0	27	0	-2	-4
Cn1cc(S(=O)(=O)N2CCN(c3ccc(F)cc3)CC2)c(=O)n(C)c1=O	/	0.5	98	-12	-0.1	1	17	5	2	-2
COc1cc(C(=O)NNC(=S)NC(=O)c2ccc(F)cc2)cc(OC)c1OC	-1	-1.6	106	4	-1.3	0	42	0	3	1
CCOc1ccc(N/C=C/C(=O)c2ccc(OC)cc2)c([N+](=O)[O-])c1	-4	0.6	104	1	-0.1	5	4	-5	-6	-3
O=C(N/N=C/c1cccc([N+](=O)[O-])c1)c1cc(-c2ccc3c(c2)OCO3)n[nH]1	-1	1.0	96	-6	2.3	3	-16	2	-4	-3
Cc1ccc(C)c(NC(=O)CSc2cccc3cccnc23)c1	0	/	95	-3	1.5	-1	15	-5	-3	-5
O=C(CCN1C(=O)NC2(CCCC2)C1=O)Nc1ccc(Sc2ccc(Br)cc2)cc1	0	/	106	/	/	-2	/	1	/	/
COc1ccc(C(=O)C2CCN(C(=S)NCCc3ccccc3)CC2)cc1	1	-1.7	100	-7	-0.6	-2	-1	0	-2	-4
Cc1ccc2[nH]c(=O)c(CN(CC3CCCO3)C(=O)c3cccs3)cc2c1 (stereo not given)	2	-0.7	/	12	0.8	1	6	-1	-1	6
Cc1ccc(OCC(=O)N/N=C/c2ccco2)cc1	-2	-2.0	99	-2	-1.1	0	2	2	-3	11
CCOC(=O)c1ncn2c1[C@@H]1CCNC1C(=O)c1cc(OC)ccc1-2 (stereo not given in full)	/	-0.6	97	3	-2.0	1	-5	-2	1	7
O=C(COC(=O)c1ccc[nH]c1=O)Nc1ccc2c(c1)OC(F)(F)O2	-2	-2.9	101	4	-0.3	0	2	1	2	-1
CC1=C(C(=O)OCC2CCCO2)C(c2cccc(C(F)(F)F)c2)C2=C(CC(c3ccco3)CC2=O)N1 (stereo not given)	-3	-1.0	95	-1	-1.2	1	11	1	-3	-1
COc1cc2c(cc1NC(=O)c1ccccc1F)CCCC2	-5	-1.2	/	-3	-1.7	-5	13	3	-1	-4
Cc1ccc2nsnc2c1S(=O)(=O)Nc1ccccc1C(=O)O	0	0.4	96	-1	0.9	1	7	-1	0	-1
O=C(Nc1ccc(F)cc1)Nc1sccc1-c1nc2ccccc2s1	1	0.5	112	0	17	-10	15	3	2	/
COc1cc(OC)cc(C(=O)N[C@H](C(=O)OCC(=O)c2ccc3c(c2)NC(=O)CO3)C(C)C)c1	-2	/	105	-19	-2.2	2	3	2	-4	1
COc1cc(/C=C2/N=C(c3ccccc3)OC2=O)c(F)cc1OCc1ccccc1	/	0.5	97	-8	5.7	3	1	-1	4	-3
COc1ccc(C(=O)N/N=C/c2ccc(N(C)c3ccccc3)cc2)cc1	-7	/	93	/	/	/	0	0	/	/
COc1ccccc1C(=O)C1CCCN(C(=O)c2cc(C(C)C)no2)C1 (stereo not given)	-5	-1.0	106	-7	-0.6	-1	41	-2	0	-5
COc1ccc(Cn2nnnc2C(c2ccccc2Cl)N2CCC(C(N)=O)CC2)cc1 (stereo not given)	/	-1.2	/	-5	1.0	-2	7	-2	1	-5
c1ccc2c(c1)ccc1nnc(SCc3ccc4c(c3)OCO4)n12	/	-2.5	100	-2	-1.0	0	13	4	1	/
COc1ccccc1-c1noc(-c2cc(OC)c(OC)c(OC)c2)n1	/	-4.0	101	8	0.4	-9	4	-1	-8	2
CCC(C(=O)Nc1ccccc1OC)n1c(C(=O)OC)cc2ccsc21 (stereo not given)	-1	-3.0	165	-4	-2.6	-11	-2	-3	-1	-3
COCCNC(=O)c1ccc(N2CCCCC2)c(NS(=O)(=O)c2ccc(C)cc2)c1	-2	-0.8	110	-3	-0.6	-2	51	4	-3	-1
CN1CCC(OC(=O)COc2ccc(Cl)cc2Cl)CC1	3	-0.4	89	-6	-3.1	-1	0	-2	-5	-1
COCCn1c(Cc2ccccc2)nnc1SCC(=O)NC(C)C	-2	-0.9	118	-7	0.7	-2	-3	2	-5	-2
CCn1c(SCC(=O)c2ccccc2)nc2c(c1=O)SC(C)C2 (stereo not given)	3	-0.3	102	-27	0.0	-5	14	3	-3	0
O=C(CCn1cncn1)N1CCCC(N2CCN(c3cccc(C(F)(F)F)c3)CC2)C1 (stereo not given)	4	-1.4	104	4	0.2	-1	-7	0	3	-2
O=[N+]([O-])c1ccc(/C=N/Nc2nc(N3CCOCC3)nc(N3CCOCC3)n2)cc1	/	0.1	115	9	-1.5	-3	37	1	-1	3
O=S1(=O)N=C(N/N=C/c2ccco2)c2ccccc21	-1	-3.8	97	-9	-1.2	1	7	0	-1	-3
O=C(Nc1ccncc1)c1cn(-c2ccccc2)nc1-c1cccs1	-3	-5.8	106	-15	-0.8	0	0	4	1	1
Cc1ccc(S(=O)(=O)N(CC(=O)NCc2ccccc2Cl)C(=O)N2CCN(C)CC2)cc1	2	-2.4	102	-7	-0.7	2	1	4	-2	/
OCC[C@@H]1C[C@@H](O)[C@H](O)[C@]2(CCc3ccccc3O2)O1	/	0.3	108	5	1.1	0	33	-8	-2	-2
Cc1ccnc(Nc2nc(-c3ccc(O)c(O)c3)cs2)c1	18	1.7	122	1	-2.4	6	22	1	0	4
CC(C)OC(=O)/C(=C\c1ccc2c(c1)c1ccccc1n2C)NC(=O)c1ccccc1	-2	/	101	-9	0.2	-3	0	2	-4	-3
O=C(NC1CC1)c1cc2cc3ccccc3nc2s1	-2	-1.5	96	-1	1.1	1	10	2	0	1
CCOC(=O)C1=CN(Cc2ccco2)S(=O)(=O)N(CC)C1c1ccc(F)c(Cl)c1 (stereo not given)	/	-0.9	106	-5	-0.6	-2	23	-1	-1	-5
CC(C)(C)NC(=O)NC(=O)COC(=O)Cn1cnc2ccccc2c1=O	-4	-1.7	102	8	-1.6	0	-5	-2	0	-1
CCOC(=O)Cc1ccc(NC(=O)c2ccc(C(C)(C)C)cc2)cc1	5	-2.2	97	-7	0.7	-4	4	0	2	-4
Cc1nc2ccccc2c(=O)n1N(c1ccccc1)c1ccccc1	-2	-2.3	82	1	0.7	-3	4	2	-2	1
Oc1ccc2ccccc2c1N=Nc1ccc(F)cc1	45	0.0	74	-15	-1.4	29	-2	-1	-3	-5
CCCc1nc2ccccc2c(C(=O)O)c1CC	-1	-3.8	102	3	-0.2	0	-4	0	-4	-2
NC(N)=N/N=C/c1cc([N+](=O)[O-])ccc1O	-1	0.2	103	0	3.0	2	33	3	2	-2
COc1ccc(NS(=O)(=O)c2cc(NC(=O)c3ccc(C)o3)ccc2N2CCCCC2)cc1	-3	-0.5	99	2	-0.4	0	22	-3	-2	-1
Cc1ccc(N2CC(NC(=O)C(=O)c3c[nH]c4ccccc34)CC2=O)cc1C (stereo not given)	1	-1.5	103	-10	-0.3	0	-6	-1	1	-2
CC(CN1CCCC1)OC(=O)Cc1ccc(Cl)cc1 (stereo not given)	-3	1.2	116	0	-4.1	0	5	5	-1	-1
CN(c1ccccc1)S(=O)(=O)c1cccc(NC(=O)c2cc3ccccc3oc2=O)c1	-6	-1.1	97	3	1.4	1	-8	1	0	-4
O=C(CCCc1c[nH]c2ccccc12)NCc1ccccc1F	-3	-2.6	109	-18	1.4	-1	13	1	2	-3
CCn1c(=O)c(=O)[nH]c2c(=O)oc3ccc(S(=O)(=O)Nc4ccc(OC)cc4)cc3c21	3	-1.3	104	2	0.2	1	29	-1	2	0
COc1cc2c(cc1OC)C(C)N(C(=O)c1sccc1C)CC2 (stereo not given)	1	-2.0	102	-10	0.6	1	6	2	-8	-1
Cc1sc2nc3ccc(NCc4ccco4)nn3c(=O)c2c1C	2	-0.9	97	-1	1.8	-1	4	0	1	-1
CN(C)CCCNC(=O)CCc1ncc(C(F)(F)F)cc1Cl	0	-0.7	111	-4	0.6	-1	39	3	-2	-1
O=C(NC1C=CS(=O)(=O)C1)c1sc2ccccc2c1Cl (stereo not given)	2	-2.8	94	-3	-0.1	0	-9	2	-1	-2

Screening results from PubChem.
